EZH2 inh: EZH2/PRC2 methyltransferase inhibitors, primary screen, biochemical, DELFIA time-resolved fluorescence, single point. PRC2 H3K27 methylation, DELFIA TRF, 1 h. inhibition, % at 12.5 µM. actives 0.35% (n = 57,000). Histone-lysine N-methyltransferase EZH2 (Homo sapiens), Q15910;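 active = mean inhibition of replicates at least 50% and every single replicate also reaching 50%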;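 also: dimethyl H3K27 on biotinylated H3 21-44 peptide detected by antibody; plate controls were median neutral control wells for no effect and median positive control wells for full effect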
IDH1 R132H inh: inhibitors of IDH1 R132H reductase, primary screen, biochemical, plate reader, single point | Isocitrate dehydrogenase [NADP] cytoplasmic (Homo sapiens), O75874 | diaphorase/resazurin fluorescence, 60 min | inhibition, % at 10 µM | actives 0.18% (n = 70,000) | AID 624101, 2012; in the data active = inhibition above about 34%;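 also: 0% = DMSO and 100% = no enzyme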
Target sequence (O75874 whole entry R132H): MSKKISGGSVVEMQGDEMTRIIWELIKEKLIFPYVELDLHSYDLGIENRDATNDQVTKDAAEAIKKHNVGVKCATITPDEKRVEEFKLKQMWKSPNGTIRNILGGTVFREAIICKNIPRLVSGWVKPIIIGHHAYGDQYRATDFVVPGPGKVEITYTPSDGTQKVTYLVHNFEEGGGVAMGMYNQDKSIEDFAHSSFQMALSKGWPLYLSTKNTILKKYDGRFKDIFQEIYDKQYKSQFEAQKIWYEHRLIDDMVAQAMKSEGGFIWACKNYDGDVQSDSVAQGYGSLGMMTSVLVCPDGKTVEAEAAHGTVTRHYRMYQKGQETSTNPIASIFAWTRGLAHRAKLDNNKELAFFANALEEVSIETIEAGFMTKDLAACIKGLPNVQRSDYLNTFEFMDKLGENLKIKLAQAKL
* marks the source's active call; other numbers are inactive results; nt = not tested or not shown.

SMILES	EZH2 inh	IDH1 R132H inh
CNC[C@H]1OCCCC[C@H](C)Oc2ccc(NS(=O)(=O)c3c(C)noc3C)cc2C(=O)N([C@@H](C)CO)C[C@H]1C	nt	2.9
CC(C)NC(=O)Nc1ccc2c(c1)C(=O)N([C@@H](C)CO)C[C@@H](C)[C@@H](CN(C)C(=O)Nc1cccc3ccccc13)O2	-5.6	nt
O=C(CCN1CCCCC1)NCC[C@H]1CC[C@@H](NC(=O)C2CC2)[C@@H](CO)O1	0.9	0.3
C[C@H](CO)N1C[C@H](C)[C@H](CN(C)S(=O)(=O)c2cccs2)Oc2ccc(NC(=O)Cn3cnnn3)cc2CC1=O	nt	-1.3
COc1ccc(OC)c(NC(=O)c2ccccc2NS(=O)(=O)c2cccc3cccnc23)c1	-0.2	-0.8
C[C@@H]1CCCCO[C@H](CN(C)C)[C@@H](C)CN([C@H](C)CO)C(=O)c2cc(NC(=O)c3ccncc3)ccc2O1	-2.4	1.0
O=C(C[C@@H]1C[C@@H]2c3cc(NC(=O)C4CCOCC4)ccc3O[C@@H]2[C@@H](CO)O1)NCc1ccc(Cl)cc1	-0.8	2.1
COc1ccccc1C(=O)Nc1ccc2c(c1)OC[C@H](C)N(C)C[C@H](C)[C@H](OC)CN(C)C2=O	0.9	-0.1
O=C(COc1ccc2ccccc2c1Br)Nc1cccnc1	2.3	-0.1
C[C@@H]1CCCCO[C@H](CN(C)C(=O)Nc2cccc3ccccc23)[C@@H](C)CN([C@H](C)CO)C(=O)c2cc(NC(=O)CCC(F)(F)F)ccc2O1	nt	0.8
C[C@@H]1CN([C@@H](C)CO)C(=O)Cc2cc(NS(C)(=O)=O)ccc2O[C@@H]1CN(C)CC1CC1	7.1	3.0
Cc1noc(C)c1NC(=O)N[C@@H]1CC[C@H](CCNC(=O)C2CC2)O[C@@H]1CO	-9.4	0.0
CCCn1c2ccccc2c2nnc(SCCN3CCCCC3)nc21	-0.3	0.0
C[C@@H]1CN([C@H](C)CO)C(=O)Cc2cc(NC(=O)Nc3cccc4ccccc34)ccc2O[C@H]1CN(C)S(=O)(=O)c1cn(C)cn1	nt	1.0
COc1cccc(-c2ccc3c(c2)O[C@@H](CN(C)C)[C@@H](C)CN([C@@H](C)CO)S3(=O)=O)c1	-7.1	-0.3
C[C@H](CO)N1C[C@H](C)[C@@H](CN(C)Cc2ccc(-c3ccccc3)cc2)Oc2ccc(NC(=O)c3ccncc3)cc2CC1=O	-50.6	-4.9
NC(=O)c1ccc(NC(=O)CNS(=O)(=O)c2cc(Cl)ccc2Cl)cc1	-4.6	0.1
C[C@@H]1CN([C@@H](C)CO)C(=O)c2cccc(NC(=O)NC3CCCCC3)c2O[C@H]1CN(C)C(=O)NC1CCCCC1	nt	0.1
COc1ccc(CCNc2ncnc3nc[nH]c23)cc1OC	11.4	-0.1
COc1ccc(CNC(=O)C[C@@H]2C[C@H]3c4cc(NC(=O)CC5CC5)ccc4O[C@H]3[C@H](CO)O2)cc1	-4.3	0.0

Whole records, quoted from the list. Order of screens: EZH2 inh | IDH1 R132H inh
Results for `C[C@@H]1CCCCO[C@H](CN(C)C(=O)Nc2cccc3ccccc23)[C@@H](C)CN([C@H](C)CO)C(=O)c2cc(NC(=O)CCC(F)(F)F)ccc2O1` : nt | 0.8
Results for `COc1cccc(-c2ccc3c(c2)O[C@@H](CN(C)C)[C@@H](C)CN([C@@H](C)CO)S3(=O)=O)c1` : -7.1 | -0.3
Results for `O=C(CCN1CCCCC1)NCC[C@H]1CC[C@@H](NC(=O)C2CC2)[C@@H](CO)O1` : 0.9 | 0.3
Results for `O=C(C[C@@H]1C[C@@H]2c3cc(NC(=O)C4CCOCC4)ccc3O[C@@H]2[C@@H](CO)O1)NCc1ccc(Cl)cc1` : -0.8 | 2.1

Some of the entries above in a different format:
Each structure is followed by: EZH2 inh, IDH1 R132H inh
Cc1noc(C)c1NC(=O)N[C@@H]1CC[C@H](CCNC(=O)C2CC2)O[C@@H]1CO
→ -9.4, 0.0
C[C@@H]1CN([C@@H](C)CO)C(=O)Cc2cc(NS(C)(=O)=O)ccc2O[C@@H]1CN(C)CC1CC1
→ 7.1, 3.0

Continuation.
SMILES	EZH2 inh	IDH1 R132H inh
CCCC#Cc1cnc2c(c1)C(=O)N([C@H](C)CO)C[C@H](C)[C@@H](CN(C)C(=O)CN1CCOCC1)O2	10.1	0.0
CS(=O)(=O)Nc1ccc2c(c1)[C@H]1C[C@@H](CC(=O)NC3CCCCC3)O[C@@H](CO)[C@H]1O2	-2.5	-0.1
CCCC(=O)Nc1ccc2c(c1)C(=O)N(C)C[C@H](OC)[C@@H](C)CN(C(=O)CC1CC1)[C@H](C)CO2	0.7	0.2
C[C@@H]1CCCCO[C@H](CN(C)S(=O)(=O)c2ccc(F)cc2)[C@H](C)CN([C@@H](C)CO)C(=O)c2cc(NC(=O)c3ccncc3)ccc2O1	nt	-3.7
C[C@H](CO)N1C[C@H](C)[C@H](CN(C)Cc2cccnc2)Oc2ncc(-c3ccccc3)cc2C1=O	-5.6	-0.3
C[C@H]1CCCCO[C@@H](CN(C)C(=O)C2CCCCC2)[C@@H](C)CN([C@@H](C)CO)C(=O)c2cc(NC(=O)Nc3ccccc3)ccc2O1	nt	-4.5
C[C@@H]1CN([C@@H](C)CO)C(=O)c2cccc(NS(=O)(=O)c3ccc(Cl)cc3)c2O[C@@H]1CN(C)CC1CCCCC1	3.6	3.1
C[C@@H]1CN([C@H](C)CO)C(=O)c2cc(NC(=O)CCCN(C)C)ccc2O[C@@H]1CN(C)C(=O)Nc1ccc(F)cc1	7.1	-0.4
O=C(C[C@H]1C[C@@H]2c3cc(NC(=O)c4cccnc4)ccc3O[C@@H]2[C@@H](CO)O1)NCC(F)(F)F	1.5	2.5
Cn1c(NCc2ccco2)nc2c1c(=O)n(Cc1cccc(Br)c1)c(=O)n2C	0.3	-0.9
C[C@@H]1CN([C@H](C)CO)C(=O)c2c(c3ccccc3n2C)-c2ccccc2CO[C@@H]1CN(C)C(=O)NC1CCCCC1	0.8	-0.5
C[C@H](CO)N1C[C@H](C)[C@@H](CN(C)Cc2ccc(-c3ccccc3)cc2)Oc2ccc(N(C)C)cc2CC1=O	-1.0	9.4
C[C@H](CO)N1C[C@H](C)[C@@H](CN(C)S(=O)(=O)c2ccccc2)OCCCC[C@H](C)Oc2ccc(NC(=O)Nc3ccc(C(F)(F)F)cc3)cc2C1=O	nt	1.5
C/C=C/c1ccc2c(c1)O[C@H](CN(C)Cc1ccc(F)cc1)[C@@H](C)CN([C@@H](C)CO)S2(=O)=O	29.3	1.1
CCC(=O)Nc1ccc2c(c1)OC[C@H](C)N(Cc1ccccc1)C[C@@H](C)[C@H](OC)CN(C)C2=O	-3.5	-0.3
O=C(C[C@@H]1C[C@H]2c3cc(NC(=O)Nc4ccc(F)cc4)ccc3O[C@H]2[C@@H](CO)O1)NC1CCCCC1	-11.3	-0.1
CO[C@@H]1CN(C)C(=O)c2cc(NC(=O)Cc3ccccc3)ccc2OC[C@H](C)N(C(C)=O)C[C@@H]1C	3.5	-0.2
COCC(=O)N(C)C[C@@H]1Oc2cc(C#Cc3ccccc3)ccc2S(=O)(=O)N([C@H](C)CO)C[C@H]1C	-7.0	-0.3
CO[C@H]1CN(C)C(=O)c2ccc(NC(C)=O)cc2OC[C@@H](C)N(Cc2ccccc2C(=O)O)C[C@@H]1C	13.3	0.4
CCS(=O)(=O)NCC[C@H]1CC[C@H](NS(=O)(=O)c2cccc(Cl)c2)[C@H](CO)O1	-3.0	0.1

2 consecutive records out of the list so far, quoted:
SMILES	EZH2 inh	IDH1 R132H inh
C/C=C/c1ccc2c(c1)O[C@H](CN(C)Cc1ccc(F)cc1)[C@@H](C)CN([C@@H](C)CO)S2(=O)=O	29.3	1.1
CCC(=O)Nc1ccc2c(c1)OC[C@H](C)N(Cc1ccccc1)C[C@@H](C)[C@H](OC)CN(C)C2=O	-3.5	-0.3

Further results
SMILES	EZH2 inh	IDH1 R132H inh
Cc1noc(C)c1NC(=O)Nc1ccc2c(c1)C(=O)N([C@@H](C)CO)C[C@@H](C)[C@H](CN(C)C(=O)Nc1ccccc1)OCCCC[C@@H](C)O2	nt	0.7
C[C@@H]1CCCCO[C@@H](CN(C)C(=O)C2CCCCC2)[C@@H](C)CN([C@@H](C)CO)C(=O)c2cc(NC(=O)Nc3ccccc3)ccc2O1	nt	0.5
Cc1noc(C)c1S(=O)(=O)Nc1ccc2c(c1)C(=O)N([C@@H](C)CO)C[C@@H](C)[C@@H](CN(C)S(=O)(=O)c1ccccc1)OCCCC[C@@H](C)O2	nt	3.4
COc1ccc(NC(=O)Nc2ccc3c(c2)CC(=O)N([C@H](C)CO)C[C@@H](C)[C@H](CN(C)Cc2ccc4c(c2)OCO4)O3)cc1	nt	2.1
Cc1ccc2c(c1)c(-c1ccccc1)c(-c1ccccc1)n2CC(O)Cn1c(C)cc(C)nc1=O (stereo not drawn)	7.2	0.1
Cc1ccc(S(=O)(=O)NCCN2CCOCC2)cc1-c1nnc2c3ccccc3c(C)nn12	-26.1	0.3
CO[C@@H]1CN(C)C(=O)c2ccc(NC(=O)c3cc(C)on3)cc2OC[C@H](C)N(C(C)=O)C[C@@H]1C	0.1	0.1
CCCN(C)C[C@@H]1OCCCC[C@H](C)Oc2ccc(NC(=O)Nc3ccc(F)cc3)cc2C(=O)N([C@H](C)CO)C[C@@H]1C	2.1	2.8
COc1ccc(C#Cc2cnc3c(c2)C(=O)N([C@@H](C)CO)C[C@H](C)[C@@H](CN(C)C(=O)Nc2cccc(OC)c2)O3)cc1	-18.3	nt
CO[C@H]1CN(C)C(=O)c2ccc(NS(=O)(=O)c3cccc(C)c3)cc2OC[C@@H](C)NC[C@@H]1C	-0.8	0.1
C[C@@H]1CN([C@@H](C)CO)S(=O)(=O)c2ccc(C#CC(C)(C)O)cc2O[C@@H]1CN(C)C(=O)CC1CC1	-2.6	0.1
CC(=O)N(C)C[C@@H]1Oc2ncc(-c3ccccc3C)cc2C(=O)N([C@@H](C)CO)C[C@H]1C	0.6	-3.7
O=C(N[C@H]1CC[C@H](CCn2cc(Cc3ccccc3)nn2)O[C@H]1CO)c1cnccn1	3.9	0.2
COc1ccccc1NC(=O)CSc1nc(C)cc(-c2ccccc2)n1	12.5	-0.9
COc1ccc(-c2noc(CSc3nc4ccccc4c(=O)n3-c3ccccc3)n2)cc1OC	-3.3	0.3
C[C@@H]1CN([C@@H](C)CO)C(=O)Cc2cc(NC(=O)Nc3cccc4ccccc34)ccc2O[C@H]1CN(C)S(=O)(=O)c1cccs1	nt	0.2
CC(C)NC(=O)Nc1cccc2c1O[C@H](CN(C)Cc1ccc(Cl)c(Cl)c1)[C@H](C)CN([C@H](C)CO)C2=O	0.5	2.0
O=C(C[C@@H]1C=C[C@H](NC(=O)c2ccc3c(c2)OCO3)[C@@H](CO)O1)NCc1ccc(F)cc1	0.0	-0.2
Cc1noc(C)c1S(=O)(=O)N(C)C[C@H]1OCCCC[C@H](C)Oc2ccc(NS(=O)(=O)c3cccs3)cc2C(=O)N([C@@H](C)CO)C[C@@H]1C	nt	2.8
Cc1cc2ncn(CC(O)COc3ccc(C(C)C)cc3)c2cc1C (stereo not drawn)	-0.8	-0.9
COc1ccccc1NC(=O)N(C)C[C@H]1Oc2ncc(Br)cc2C(=O)N([C@@H](C)CO)C[C@@H]1C	0.6	1.5
C[C@H]1CN([C@@H](C)CO)C(=O)c2cc(NC(=O)Nc3ccc(C(F)(F)F)cc3)ccc2O[C@@H]1CN(C)S(=O)(=O)c1cn(C)cn1	nt	-0.5
COc1cccc(C(=O)COc2cccc(NC(=O)c3ccco3)c2)c1	-4.8	-0.6
O=C(O)C[C@H]1CC[C@@H](NC(=O)Nc2ccccc2)[C@H](CO)O1	5.5	0.0
C[C@H](CO)N1C[C@H](C)[C@@H](CN(C)C(=O)CN(C)C)Oc2cc(-c3ccncc3)ccc2S1(=O)=O	-8.0	4.6
Cc1noc(C)c1S(=O)(=O)Nc1ccc2c(c1)C(=O)N([C@H](C)CO)C[C@@H](C)[C@@H](CN(C)CC1CC1)O2	-6.5	-1.1
CSc1ccccc1NC(=O)CN(c1cccc(Cl)c1Cl)S(C)(=O)=O	2.5	0.0
C[C@@H]1CCCCO[C@H](CN(C)C(=O)Nc2ccc(C(F)(F)F)cc2)[C@H](C)CN([C@H](C)CO)C(=O)c2cc(NC(=O)c3ccccc3)ccc2O1	nt	-1.0
Cc1ccc(S(=O)(=O)N(C)C[C@H]2Oc3ccc(NC(=O)Nc4c(C)noc4C)cc3C(=O)N([C@H](C)CO)C[C@@H]2C)cc1	nt	-2.8
C[C@H](CO)N1C[C@H](C)[C@H](CN(C)C(=O)c2ccncc2)OCCCC[C@H](C)Oc2ccc(NS(=O)(=O)c3cn(C)cn3)cc2C1=O	nt	1.3
C[C@@H]1CN([C@H](C)CO)C(=O)c2cc(-c3ccc(F)cc3)cnc2O[C@@H]1CN(C)Cc1ccc(C(=O)O)cc1	-0.7	3.2
O=C(C[C@H]1CC[C@H](NC(=O)c2ccc3c(c2)OCO3)[C@@H](CO)O1)NCc1ccc(Oc2ccccc2)cc1	5.7	0.2
COCC#Cc1ccc2c(c1)O[C@@H](CN(C)C(=O)C1CCC1)[C@H](C)CN([C@@H](C)CO)S2(=O)=O	-6.4	nt
COc1cc(Br)c(/C=N/NC(=O)c2ccc(C(=O)NO)cc2)cc1OC	15.5	0.2
COc1ccc(S(=O)(=O)N(C)C[C@@H]2Oc3ccc(NC(=O)CCC(F)(F)F)cc3CC(=O)N([C@@H](C)CO)C[C@@H]2C)cc1	nt	-0.9
COc1ccc(S(=O)(=O)Nc2ccc3c(c2)C(=O)N([C@@H](C)CO)C[C@@H](C)[C@@H](CN(C)C(=O)c2ccncc2)OCCCC[C@H](C)O3)cc1	nt	-16.9
C[C@H](CO)N1C[C@H](C)[C@H](CN(C)Cc2ccc3c(c2)OCO3)Oc2ccc(NC(=O)Nc3ccccc3)cc2C1=O	7.8	1.6

Some of the compounds tested (hit frequency here may not be typical).
